# Bioassay records from PubChem.
# GPR151 activ – human GPR151 activation; Q8TDV0; PathHunter beta-arrestin GPR151 cells, luminescence; activation, % at 11.2 µM; hit rate 1% among 650,000; in the data active means activation above about 4.9%;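 further: 0% = median of compound wells and 100% = cells with positive control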
# Target sequence (Q8TDV0 whole entry, looked up): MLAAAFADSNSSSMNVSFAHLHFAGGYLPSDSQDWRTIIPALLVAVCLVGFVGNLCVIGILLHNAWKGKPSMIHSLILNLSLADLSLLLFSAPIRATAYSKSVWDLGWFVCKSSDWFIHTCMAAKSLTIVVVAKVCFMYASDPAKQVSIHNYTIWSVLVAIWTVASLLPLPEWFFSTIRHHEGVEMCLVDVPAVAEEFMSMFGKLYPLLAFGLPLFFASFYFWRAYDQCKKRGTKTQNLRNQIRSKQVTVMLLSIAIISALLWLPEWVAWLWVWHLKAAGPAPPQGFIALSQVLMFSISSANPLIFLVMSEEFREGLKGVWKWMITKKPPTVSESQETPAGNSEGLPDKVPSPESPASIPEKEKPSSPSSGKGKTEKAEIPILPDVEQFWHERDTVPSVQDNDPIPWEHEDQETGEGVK
# FBW7 activator – activators of human E3 ligase FBW7; hit rate 0.13% among 650,000; AlphaScreen FBW7–phospho-cyclin E peptide binding, activator screen; normalized activity (activation), % at 26.1 µM; in the data active means normalized activity above about 1.9%;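 further: purified mutant Fbw7 with reduced substrate affinity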
# MITF primary – blocks human microphthalmia-associated transcription factor; inhibition, % at 2.6 µM; O75030; hit rate 0.91% among 650,000; AID 1259374; AlphaScreen MITF homodimerization, bead proximity signal; in the data active means inhibition above about 50%;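 further: 0% = vehicle wells with protein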
# Target sequence (O75030 whole entry, looked up): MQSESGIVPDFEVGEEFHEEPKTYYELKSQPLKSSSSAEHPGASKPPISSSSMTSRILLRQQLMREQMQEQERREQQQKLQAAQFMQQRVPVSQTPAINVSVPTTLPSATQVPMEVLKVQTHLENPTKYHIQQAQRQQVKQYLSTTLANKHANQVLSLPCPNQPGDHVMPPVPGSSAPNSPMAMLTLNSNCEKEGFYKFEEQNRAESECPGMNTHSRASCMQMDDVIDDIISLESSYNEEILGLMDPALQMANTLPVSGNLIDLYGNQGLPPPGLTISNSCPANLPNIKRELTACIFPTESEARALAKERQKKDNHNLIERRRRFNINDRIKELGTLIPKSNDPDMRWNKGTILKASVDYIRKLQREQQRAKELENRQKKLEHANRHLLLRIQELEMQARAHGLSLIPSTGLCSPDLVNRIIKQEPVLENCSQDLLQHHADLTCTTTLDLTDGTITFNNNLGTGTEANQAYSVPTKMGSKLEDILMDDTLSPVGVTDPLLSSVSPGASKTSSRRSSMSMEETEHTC
# TEAD-YAP block – TEAD-YAP interaction inhibition. inhibition, % at 9.12 µM. hit rate 1.4% among 640,000. HEK-TIYL cells, TEAD-Gal4/YAP UAS-luciferase luminescence; in the data active means inhibition above about 32%;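 further: 0% = median of test compound wells and 100% = reference inhibitor wells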
# Numbers without * were called inactive; / = no result given.
compound	GPR151 activ	FBW7 activator	MITF primary	TEAD-YAP block
CC(C)c1ccc(N2C(=O)N(Cc3cc(=O)n4ccccc4n3)c3ccccc3S2(=O)=O)cc1	1.0	-0.2	-2.8	-1.9
Cc1ccc2nc(CCl)cc(=O)n2c1	-0.3	-0.1	3.2	-3.1
CC(=O)Nc1ccc(S(=O)(=O)N2CCN(c3ccc([N+](=O)[O-])c(N4CCOCC4)c3)CC2)cc1	-0.8	0.1	10.0	-0.9
CCc1nc(SCc2ccc(Cl)cc2)n[nH]1	0.5	0.5	-1.8	-34.1
O=C(COc1cccc(F)c1)Nc1nc2ccccc2[nH]1	0.7	-0.1	0.5	-44.5
Cc1ccc[n+](C(C)C(=O)c2ccccc2)c1 (stereo not drawn)	-0.3	-0.1	10.1	1.4
CCc1cc2c(cc1O)oc(=O)c1ccccc12	-0.5	-0.7	-2.5	-10.1
Cc1ccc(NC2=NC3(CCCCC3)N=C(N)N2)c(C)c1	-0.2	0.3	10.8	11.9
Cc1cc2c(cc1S(=O)(=O)N1CCC(C(N)=O)(N3CCCCC3)CC1)OCCN2C	2.6	0.1	4.6	-4.6
CC(=O)N(C)c1nnc(C23CC4CC(CC(C4)C2)C3)s1	-0.8	-0.1	18.0	10.4
O=C(OCCN1CCCCC1)c1ccc2c(c1)OCO2	0.5	-0.1	-6.1	-30.8
Cc1ccc(NC(=O)c2ccc(Oc3ccc(C(=O)Nc4ccc(C)cc4C)cc3)cc2)c(C)c1	0.6	-0.1	2.4	-4.7
CC1CCCC(C)N1C(=O)c1cc(-c2cccs2)on1 (stereo not drawn)	-1.7	-0.2	-9.6	-41.7
N#CCSc1cn(CC(=O)N2CCCC2)c2ccccc12	-0.1	-0.1	-9.5	-5.8
Cc1cc(NS(=O)(=O)c2ccc(NC(=O)COc3ccc(Cl)cc3)cc2)nc(C)n1	-1.0	0.1	-3.2	9.4
COc1ccc(-c2ccc(=O)n(CC3CCNCC3)n2)cc1OC	2.2	0.2	6.5	-14.9
CN(CC(=O)NC1CCN(Cc2ccccc2)CC1)c1nnc(N2CCCC2=O)s1	-0.4	0.1	8.9	0.9
COc1ccc(Nc2ncc(C#N)c(Nc3ccccc3)c2C#N)cc1	-0.1	1.1	2.8	18.7
Cc1ccc(C(=O)Nc2ccc(C(N)=O)cc2)c(Cl)c1	-4.8	0.1	-0.5	-10.5
S=C(c1ccc2c(c1)OCO2)N1CCN(Cc2ccccc2)CC1	-0.3	-0.3	8.5	-5.1
Cc1cc(C)nc(NNc2nc(C)cc(C)n2)n1	-0.8	0.2	-2.9	0.9
CCC1CCCCN1C(=O)C1CCN(c2nc(C)c3ccc(OC)cc3n2)CC1 (stereo not drawn)	-1.1	0.2	14.0	-15.7
Cc1ccc(NC(=O)CSc2nncc(=O)[nH]2)cc1Cl	1.2	0.0	0.2	24.8
O=C(/C=C/c1ccccc1)Nc1ccccc1N1CCCC1	-0.4	-0.3	5.0	-7.0
COc1cc(C2C(C(=O)OC(C)C)=C(C)Nc3[nH]c(=O)[nH]c(=O)c32)ccc1O (stereo not drawn)	1.2	0.1	-8.4	5.0
CNc1ccc(S(=O)(=O)N(C)CC(=O)c2cc(C)n(C)c2C)cc1[N+](=O)[O-]	-1.0	0.0	5.2	-0.5
CC(NC(=O)CCC1(Cc2ccc(-c3ccccc3)cc2)CCC(=O)N1)c1nccs1 (stereo not drawn)	3.3	0.3	1.9	2.6
CCCCC1CN(CCNC(=O)/C=C/c2ccncc2)Cc2ccccc2O1 (stereo not drawn)	-1.2	-0.1	-7.9	12.2
Cc1ccc(C)c(S(=O)(=O)Nc2ccc(O)c(Sc3nc4ccccc4s3)c2)c1	0.4	0.0	5.5	-1.8
Nc1ccc(C(=O)Nc2nc3ccc(C(=O)Nc4ccccc4)cc3s2)cc1	-0.9	0.0	0.5	11.8
Cc1ccc(CN2CCc3nnc(CNC(=O)COc4ccccc4)n3CC2)o1	1.0	0.0	0.1	-6.9
COc1ccc(N2CCN(CCCNC(=O)Nc3ccccc3OC)CC2)cc1	1.0	-0.1	1.0	5.1
c1ccc(Oc2ccc(Nc3nc(Nc4ccccn4)nc4c3ncn4-c3ccccc3)cc2)cc1	-1.1	-0.1	-12.3	4.1
CCOC(=O)C1=C(N)Oc2ccc3ccccc3c2C1c1ccncc1 (stereo not drawn)	-0.5	0.9	14.5	-9.8
c1cc(NCCN2CCOCC2)nc(NCCN2CCOCC2)n1	0.0	0.0	9.8	-6.1
O=C(CN1C(=O)C2CC=CCC2C1=O)Nc1ccc(Br)cc1 (stereo not drawn)	1.1	0.0	13.5	-2.0
O=C(O)CCNCCC(=O)c1ccccc1	-0.4	-0.1	4.3	-12.1
COC(=O)c1ccccc1NC(=O)C1(c2ccccc2)CCOCC1	-0.2	0.1	9.2	-1.1
CCOC(=O)c1ccc(NC(=O)CCCCCN2C(=O)c3cccc4cccc(c34)C2=O)cc1	0.1	-0.1	-9.2	-4.0
CCSc1nnc(NC(=O)CSCc2ccco2)s1	-1.3	0.5	9.8	0.8
O=C(O)COc1ccc(/C=C2/NC(=O)N(Cc3ccccc3F)C2=O)cc1	-0.4	0.0	-3.5	-5.7
CCOC(=O)N1CCN(C(=O)CNC(=S)N(Cc2ccccc2)Cc2cccs2)CC1	0.1	-0.2	0.2	9.6
CN(CC(=O)Nc1ccccc1F)S(=O)(=O)c1ccc(Br)s1	1.1	0.1	7.2	1.7
O=C(/C=C/c1ccc(Br)cc1)N1CCCCCC1	0.4	-0.1	3.2	-64.2
CC1CCc2c(sc(NC(=O)C3CCCO3)c2C#N)C1 (stereo not drawn)	1.4	-0.1	14.5	-72.5
Cc1nn(Cc2ccccc2)c2c1C(c1ccccc1[N+](=O)[O-])C(C#N)=C(N)O2 (stereo not drawn)	-1.2	-0.6	11.6	21.8
N#Cc1cc(-c2nc3ccccc3o2)c(-c2ccncc2)[nH]c1=O	0.5	-0.2	6.8	3.1
CCN(CCCn1c(SCC#N)nc2ccccc2c1=O)c1ccccc1	-1.0	0.0	9.1	-2.6
COCCNC(=S)NCCNc1nc2c(C)cc(C)cc2cc1C#N	-0.5	0.3	17.7	-10.6
N#Cc1c(C(F)(F)F)cc(-c2cccs2)nc1SCC(=O)N1c2ccccc2Sc2ccc(Cl)cc21	0.7	0.1	9.2	-2.8

# Record cards, as listed above. Screens in order: GPR151 activ	FBW7 activator	MITF primary	TEAD-YAP block
# O=C(O)COc1ccc(/C=C2/NC(=O)N(Cc3ccccc3F)C2=O)cc1 is listed as -0.4	0.0	-3.5	-5.7
# Cc1ccc(C)c(S(=O)(=O)Nc2ccc(O)c(Sc3nc4ccccc4s3)c2)c1 is listed as 0.4	0.0	5.5	-1.8
# CCSc1nnc(NC(=O)CSCc2ccco2)s1 is listed as -1.3	0.5	9.8	0.8
# O=C(O)CCNCCC(=O)c1ccccc1 is listed as -0.4	-0.1	4.3	-12.1

# (cont.)
compound	GPR151 activ	FBW7 activator	MITF primary	TEAD-YAP block
Cc1cccc(C)c1OCC(=O)Nc1cccc(C(=O)O)c1C	2.1	-0.1	-1.8	-21.0
CCCNC(=O)c1ccc(-c2ccc(OC)cc2)s1	-12.0	0.0	-11.6	-47.4
Clc1nc(CN2CCOCC2)nc2sc3c(c12)CCC3	0.6	0.1	12.3	12.5
Cc1ccccc1NC(=S)N/N=C/c1ccc(O)cc1O	-1.3	-1.0	41.7	-51.1
O=C(Nc1cc(Cl)ccc1O)C1CC(c2ccccc2O)=NO1 (stereo not drawn)	0.4	0.0	-4.4	1.9
CCOC(=O)c1sc2nc(SCC(=O)NCc3ccco3)n(Cc3ccc(Cl)c(Cl)c3)c(=O)c2c1C	0.3	-0.1	-13.7	0.1
Cc1ccc(NC(=O)CC(NC2CCCC2)C(=O)O)cc1Cl (stereo not drawn)	0.1	0.1	-1.9	8.4
CCOC(=O)c1sc2ncn3c(-c4ccccc4)nnc3c2c1C	1.5	0.0	-17.4	0.1
CCOC(=O)COc1ccc(/C=C(/C#N)C(=O)Nc2ccccc2C)cc1	-1.0	0.0	-4.7	14.9
COC(=O)C/C=C/[C@@H](C)[C@@H](/C=N/OC[C@@H](O)COCc1ccco1)NS(=O)(=O)c1ccc(C)cc1	0.5	0.1	-6.1	/
CNC(=S)N1CCn2cccc2C1c1ccncc1 (stereo not drawn)	-1.6	-0.1	-3.1	-6.2
CCOc1ccccc1NC(=O)CCNC(=O)Cn1cnc2sc3c(c2c1=O)CCCC3	-0.6	0.1	13.4	-0.7
COC(=O)c1cnc(NCC2CCCO2)c2ccccc12 (stereo not drawn)	-2.2	-0.1	-7.2	-1.1
O=C(Cc1cccs1)NCC1CCCO1 (stereo not drawn)	0.1	-0.2	10.8	-11.6
O=C(CCNS(=O)(=O)c1ccc(Cl)cc1)N1CCC2(CC1)OCCO2	-1.0	0.0	-3.7	2.0
Cc1cc(C)c(N2CCN(S(=O)(=O)N3CCCCCC3)CC2)c(C)c1	-0.5	0.3	13.2	2.9
CCC(C)NC(=O)c1cn(CC)c2ccc(S(=O)(=O)N3CCCCCC3)cc2c1=O (stereo not drawn)	1.0	0.3	12.1	-0.5
CC(C)N(CCNc1ncnc2c1nc(Nc1ccncc1)n2C(C)C)C(C)C	-0.8	0.2	6.3	-7.5
CC1=C(C(=O)Nc2ccc(C)c(Cl)c2)C(c2cccs2)NC(=O)N1 (stereo not drawn)	-0.7	-0.1	5.0	-1.8
Cn1nc(CC(=O)Nc2ccc(Oc3ccccc3)cc2)c2ccccc2c1=O	2.8	0.0	4.5	40.5*
COc1ccccc1NC(=O)CN1CCN(CC(=O)Nc2cccc(F)c2)CC1	-0.6	0.1	-10.9	-1.6
CN(C)CCN(C(=O)Nc1cccc(F)c1)c1nc2ccccc2s1	-0.7	0.8	7.5	-11.8
O=CN1N=C(c2ccccc2)CC1c1ccc2c(c1)OCO2 (stereo not drawn)	4.2	0.1	-0.4	-12.1
COc1cc(OC)c2c(c1)C(O)(C(F)(F)F)C(=O)N2 (stereo not drawn)	1.7	0.0	-4.2	1.5
O=C(COc1ccccc1)Nc1ccccc1C(F)(F)F	-0.4	0.1	0.5	-18.4
COc1ccc(OCCNC(=O)c2ccc(C)nc2NCc2cccnc2)cc1	-0.3	1.2	5.0	2.8
Cc1nc(C)n(-c2ccc(Nc3nccc(-c4cc(-n5cncn5)cc(-n5cncn5)c4)n3)cc2)n1	1.0	-0.1	16.0	-16.0
O=C(NC1CCCCC1)c1nc(-c2ccncc2)no1	0.4	0.1	7.3	-7.3
CONC(=O)c1cnc2scc(-c3ccc(C)cc3)n2c1=O	-0.2	0.2	-0.9	-1.6
O=C(/C=C/c1ccc2c(c1)OCCO2)c1ccccc1	-1.1	0.0	-0.9	-54.6
COc1cc(/C=C2/NC(=O)NC2=O)cc(I)c1OCc1cccc([N+](=O)[O-])c1	1.8	0.0	10.9	11.9
CCC(=O)Nc1sc2c(c1C(N)=O)CCC(C)C2 (stereo not drawn)	-0.3	-0.2	0.0	-7.6
CCOC(=O)C1CCCCN1Cc1cccc(F)c1 (stereo not drawn)	1.4	0.0	39.4	5.5
O=C(NCc1cccs1)C1CC12CCN(C/C=C/c1ccccc1)CC2 (stereo not drawn)	1.6	0.0	2.2	2.2
Cc1ccc(-c2n[nH]c(CNC(=O)c3cc(F)cc(F)c3)n2)cc1	1.1	0.0	4.7	2.3
Cc1cccc(-c2nc(Nc3ccccc3Cl)c3ccccc3n2)c1	1.5	0.1	-7.2	4.0
Cc1ccc(N(Cc2ccccc2C)S(C)(=O)=O)c(C)c1	0.0	-0.2	-1.0	-0.8
CC(C)C(=O)NC(=S)Nc1ccc(Cl)cc1	-1.5	0.2	8.2	-23.5
Cc1nc2c(C(=O)NC3CC3)cnn2c(C)c1Cc1ccccc1Br	1.8	0.1	-5.9	0.2
COCCN(Cc1c(C(=O)N2CCCC2)nc2sccn12)C(C)C	-0.5	-0.2	-10.2	-1.7
Cc1cc(C(F)(F)F)c(C#N)c(SC2CC(=O)N(c3ccccc3)C2=O)n1 (stereo not drawn)	9.3*	0.6	12.1	-0.3
O=C(Cc1cccc2ccccc12)Nc1nnc(-c2ccc3c(c2)OCCO3)o1	0.1	-0.1	6.1	0.9
Cc1ccc(OC(=O)N2CCN3C(=O)CN(C)C(=O)[C@H]3C2)cc1	-1.0	0.0	12.2	6.7
Cc1cc(CSc2ncn[nH]2)c(C)cc1CSc1ncn[nH]1	2.6	-0.1	11.0	-0.9
COc1ccc(/C=C(\C#N)C(N)=S)cc1	0.0	0.1	10.6	6.2
CCCCCc1ccc(C(=O)CCC(=O)OCC(=O)NNC(=O)c2cccs2)cc1	-0.4	0.6	13.8	-8.3
CC(C)CN1CCNC(=O)C1CC(=O)NCc1cnn(-c2cccc(F)c2)c1 (stereo not drawn)	0.2	0.0	0.1	-21.3
CCCC(=O)Nc1sc(C(=O)OCC)c(C)c1C#N	-0.7	0.4	0.3	-3.6
N=C1/C(=C/c2cccn2Cc2ccc(F)cc2)C(=O)N=C2SC=CN12	1.0	-0.1	2.1	1.5

# Compounds as they come; overall some 3.5% were active at least once.
